Compound activity as filed in PubChem.
Rac1 act GTP bind: human Rac1 activated mutant GTP binding change. AID 764. GST-Rac1 activated beads, fluorescent GTP binding, flow cytometry; actives lie on both sides; 100% means binding = to untreated wells. percent activity (GTP binding), % at 10 µM. 0.11% of 190,000 active. P63000;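 active means GTP binding at least 20 percentage points away from the 100% baseline, in either direction, so actives lie on both sides; inconclusive means Compound likely fluorescent itself, or too few beads counted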
Pf gametocyte: kills late stage P. falciparum gametocytes; 0.065% of 150,000 active; P. falciparum stage V gametocytes, ATP luminescence, 24 h; inhibition, % at 10.9 µM;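 active means inhibition above the mean plus 3 SD of compounds within the control limits, set per campaign, cut at about 38% in these data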;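 further: 0% = DMSO wells and 100% = medium only without gametocytes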
Rab2A wt mod: changes GTP binding to wildtype dog Rab2A, up or down | 0.19% of 190,000 active | P61105 | GTP binding activity, % at 10 µM | GST-Rab2 wt beads, Bodipy-GTP binding, flow cytometry;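 active means GTP binding activity at least 20 points away from 100%, either lowered or raised; inconclusive means signal likely due to the compound's own green fluorescence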;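 further: 0% = beads with excess unlabeled GTP and 100% = no-compound control corrected for plate trend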
Rac1 wt modul: human Rac1 wildtype GTP binding, inhibitors and activators | 0.27% of 190,000 active | AID 757 | GTP binding activity (% of control), % at 10 µM | P63000 | GST-Rac1 beads, fluorescent GTP binding, flow cytometry; actives lie on both sides; 0 = cold GTP competed, 100 = untreated;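 active means GTP binding activity at least 20 points away from the 100% control level, either lower or higher; inconclusive means compound flagged as likely green fluorescent, judged across all proteins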
Mcl1-Bid inh: Mcl-1/Bid interaction inhibition. Q07820. TR-FRET Mcl-1/Bid-Dy647 peptide binding, 1536-well. 0.97% of 220,000 active. AID 1021. inhibition, % at 21.7 µM;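 active means compounds that cut the binding signal by more than half at the single screening dose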;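 further: His-tagged Mcl-1 with europium anti-His antibody binding Bid BH3 peptide; 0% = Mcl-1 plus peptide wells and 100% = peptide-only wells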
Target sequence (Q07820 whole entry, looked up): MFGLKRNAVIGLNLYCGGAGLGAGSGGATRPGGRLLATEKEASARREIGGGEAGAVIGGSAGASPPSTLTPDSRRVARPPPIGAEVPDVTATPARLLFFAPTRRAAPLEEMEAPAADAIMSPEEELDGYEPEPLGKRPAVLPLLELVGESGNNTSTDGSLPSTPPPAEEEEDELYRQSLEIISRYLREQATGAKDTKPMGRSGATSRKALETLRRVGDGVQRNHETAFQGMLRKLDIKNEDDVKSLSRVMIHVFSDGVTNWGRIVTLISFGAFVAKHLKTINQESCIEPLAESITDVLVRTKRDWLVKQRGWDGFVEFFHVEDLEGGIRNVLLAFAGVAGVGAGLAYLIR
HRas wt GTP: changes GTP binding to wildtype human HRas. GST-Ras wt beads, Bodipy-FL-GTP binding, flow cytometry; actives lie on both sides. GTP binding activity, % at 10 µM. 0.14% of 190,000 active;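 active means GTP binding activity at least 20% away from the 100% baseline, either lowered as inhibitor or raised as activator; inconclusive means flagged as likely green fluorescent, judged across all proteins in the well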;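 further: 0% = unlabeled GTP competition control and 100% = no-compound control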
Target sequence (P01112 whole entry, looked up): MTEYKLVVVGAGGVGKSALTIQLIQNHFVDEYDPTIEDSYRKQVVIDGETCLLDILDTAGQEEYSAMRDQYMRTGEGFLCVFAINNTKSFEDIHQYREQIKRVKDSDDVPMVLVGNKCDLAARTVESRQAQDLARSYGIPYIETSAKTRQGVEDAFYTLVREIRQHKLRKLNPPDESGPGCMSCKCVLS
RGS8-Gao: regulators of human RGS8-Galphao interaction | P09471 | multiplexed bead flow cytometry, RGS8-Galphao binding; actives lie on both sides | response (percent of control binding), % at 10 µM | 0.34% of 220,000 active | AID 1423; in the data active means response below about 60% or above about 140%; inactive means in between;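 further: Galphao activated as the GDP aluminium fluoride complex binding bead-coupled RGS8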
Target sequence (P09471 whole entry, looked up): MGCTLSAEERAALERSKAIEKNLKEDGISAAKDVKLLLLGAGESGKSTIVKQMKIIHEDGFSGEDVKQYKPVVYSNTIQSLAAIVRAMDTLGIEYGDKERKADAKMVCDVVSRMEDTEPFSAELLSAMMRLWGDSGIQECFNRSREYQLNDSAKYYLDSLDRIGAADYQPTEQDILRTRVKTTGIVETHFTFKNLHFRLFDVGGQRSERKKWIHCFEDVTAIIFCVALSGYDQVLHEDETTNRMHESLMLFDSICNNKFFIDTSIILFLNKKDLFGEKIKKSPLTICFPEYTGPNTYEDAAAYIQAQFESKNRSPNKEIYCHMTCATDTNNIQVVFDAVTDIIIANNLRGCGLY
Bim-Mcl-1: inhibitors of Bim-Mcl-1 interaction, human | Q07820 | Bead-based flow cytometry, Bim peptide-Mcl-1 binding | inhibition, % at 10 µM | 0.1% of 190,000 active; in the data active means inhibition above about 40%;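 further: 0% = no compound tracer wells and 100% = peptide blocker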
Cdc42 wt GTP: human Cdc42 wildtype GTP binding change, either direction | P60953 | 0.2% of 190,000 active | GST-Cdc42 beads, Bodipy-GTP binding, flow cytometry; actives lie on both sides | percent activity (GTP binding), % at 10 µM;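 active means percent activity GTP binding at least 20 points away from the 100% baseline, either down as inhibitor or up as activator; inconclusive means compound flagged as likely green fluorescent from well-wide comparison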;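 further: median bead fluorescence of bound Bodipy-FL-GTP at 100 nM; 0% = excess unlabeled GTP control and 100% = no compound control; below 100% means less GTP binding so inhibitor and above means activator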
Mcl1-Noxa inh: disrupts binding of human Mcl-1 to Noxa peptide; inhibition, % at 21.7 µM; TR-FRET Mcl-1/Noxa peptide binding, 2 h; AID 1022; 1.5% of 220,000 active;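 active means compounds that cut the protein-peptide binding signal by more than 50% relative to plate controls in a single-dose test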;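 further: His-tagged Mcl-1 with rhodamine Noxa BH3 peptide and terbium anti-His antibody; 0% = Mcl-1 plus Noxa peptide wells and 100% = peptide-only wells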
Rab7 wt GTP bind: alters GTP binding to wildtype dog Rab7; GST-Rab7 beads, fluorescent GTP binding, flow cytometry; actives lie on both sides; untreated = 100%, excess cold GTP = 0%; 0.055% of 190,000 active; GTP binding activity (percent of control), % at 10 µM; AID 758;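 active means fluorescent GTP binding to Rab7 beads changed by at least 20 points from the 100% baseline, either direction, mostly lower; inconclusive means compound itself probably fluorescent, or too few beads counted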;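 further: median green fluorescence of bound Bodipy-FL-GTP per Rab7 bead population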
* marks the source's active call; other numbers are inactive results; ? = inconclusive; . = no result given. Compounds as they come; about 2.9% have a hit in one of these screens.

SMILES	Rac1 act GTP bind	Pf gametocyte	Rab2A wt mod	Rac1 wt modul	Mcl1-Bid inh	HRas wt GTP	RGS8-Gao	Bim-Mcl-1	Cdc42 wt GTP	Mcl1-Noxa inh	Rab7 wt GTP bind
CCOc1ccccc1CN1CCN(Cc2nc3ccccc3s2)CC1CCO (stereo unspecified)	95	-11	96	104	-20	101	103	-1	95	0	104
O=C1NC(=O)/C(=C/c2ccc(O)cc2)S1	95	.	98	97	-42	99	99	0	96	0	100
CCN(CC)c1ccc(C2C3CCCCC3(O)CCN2C(=O)c2cccs2)cc1 (stereo unspecified)	99	.	98	100	-21	98	103	-6	99	46	100
Cc1ccccc1NC(=O)COc1nsnc1N1CCOCC1	101	.	100	105	-12	101	104	-1	105	-15	97
COc1ccc(CN(CCN2CCOCC2)C(=O)c2c(F)cccc2F)cc1OC	103	.	107	104	-11	106	101	0	105	9	100
COc1ccc(C)cc1NC(=O)C1C2C=CC(C2)C1C(=O)O (stereo unspecified)	95	.	99	103	27	98	96	-4	101	16	95
CC(C)(C)C(=O)c1cn(CC(=O)NCc2ccc3c(c2)OCO3)c2ccccc12	101	.	101	106	-4	102	102	-4	101	15	100
CCN(c1ccccc1)S(=O)(=O)c1ccc(NC(=O)C(C)(C)C)cc1	97	-17	101	102	-26	101	102	-4	99	-17	102
Cc1nnc(SCCn2c(N3CCCCCC3)nc3c2c(=O)[nH]c(=O)n3C)s1	101	-40	101	109	-29	100	102	0	103	-12	102
COc1cccc(Nc2nc(-c3sc(N)nc3C)cs2)c1	92	.	91	87	-111	94	100	2	93	17	96
O=Cc1ccc(OC2OCCOC2Oc2ccc(C=O)cc2)cc1 (stereo unspecified)	98	19	100	105	0	100	105	-5	104	7	100
CCOC(=O)CC(NC(=O)CCc1c(C)nc2ncnn2c1C)c1ccc(OC(C)C)cc1 (stereo unspecified)	99	6	99	101	-23	98	101	1	100	5	102
O=C(NCc1ccccc1)C1=C[C@@H](C2CCCCC2)C[C@@H](OCc2ccc(CO)cc2)O1	92	-10	93	94	-1	92	104	1	91	2	100
Cc1ccc(-c2nc3ncccc3o2)cc1NC(=O)c1cc2ccccc2o1	97	-7	97	101	-22	99	99	-5	101	-24	97
O=C(COC(=O)c1ccccc1Oc1ccccc1)NC1CC1	92	-34	95	98	-3	92	100	3	93	-37	93
COc1ccccc1NS(=O)(=O)c1ccc(C)c(NC(=O)NC2CCCCC2)c1	98	.	95	104	-11	99	96	-1	99	22	97
COc1ccccc1Nc1ncc(C(C)=O)c(C)n1	101	.	103	104	-12	103	104	-2	104	-6	99
CN(CCc1ccccn1)C(=O)c1ccc(OC(F)(F)F)cc1	96	14	95	95	-8	96	101	0	97	0	97
Cc1cc(Cl)c(S(=O)(=O)Nc2ccc(S(=O)(=O)N3CCOCC3)cc2)cc1OCC(N)=O	95	6	96	94	-21	96	100	-2	93	4	96
COc1cccc(Cn2c(=O)sc3ccccc3c2=O)c1	91	.	94	94	-28	91	98	1	94	-4	93
CNC(=O)COC(=O)c1ccccc1Nc1ccccc1	93	4	93	96	-24	94	101	2	93	-2	92
O=C(Nc1cccnc1)C1=NN(C2CCS(=O)(=O)C2)C(=O)CC1 (stereo unspecified)	97	-2	98	96	-15	95	102	2	100	-2	94
CCOC(=O)c1sc2nc[nH]c(=O)c2c1C	97	.	97	102	-19	100	101	-1	99	5	100
CCOc1ccc(-n2c(=S)sc3c(=O)[nH]c(SCC(=O)C(C)(C)C)nc32)cc1	89	10	90	93	-12	90	99	0	91	22	96
O=c1nc(-c2ccccc2)n(-c2ccc(Cl)cc2)[nH]1	97	2	94	100	-5	97	100	-5	99	-4	98
OCCSc1nc2ccccc2n1CCOc1ccccc1	98	15	98	101	-40	99	100	1	100	-4	97
O=C(c1ccc(F)cc1F)N1CCN(c2ncccn2)CC1	99	.	99	102	2	102	98	-2	100	1	99
COc1cc(C2NC(=O)NC(c3ccccc3)=C2C(C)=O)ccc1OCC(=O)O (stereo unspecified)	99	.	98	96	-24	97	105	0	98	20	99
CC1=CC(C)=Nc2ccccc2N1	98	.	99	101	-59	99	96	0	101	19	97
COc1cc(-c2nc3ccc4ccccc4c3c3c2CCC3)ccc1O	99	-28	95	99	-3	99	101	0	94	6	99

Remaining list, next part
SMILES	Rac1 act GTP bind	Pf gametocyte	Rab2A wt mod	Rac1 wt modul	Mcl1-Bid inh	HRas wt GTP	RGS8-Gao	Bim-Mcl-1	Cdc42 wt GTP	Mcl1-Noxa inh	Rab7 wt GTP bind
CC(C)(C)n1nc2c(c1NC(=O)c1cc3ccccc3o1)CSC2	95	4	96	94	-39	96	102	0	93	-2	101
COc1ccc(-c2nc(CN3CCCCC3CCc3ccccn3)c(C)o2)cc1 (stereo unspecified)	95	-37	99	94	-12	97	87	-1	95	1	95
CCCCCCn1c(SCC(=O)OC)nc2c1c(=O)[nH]c(=O)n2C	99	.	101	102	1	100	82	-5	104	-11	100
O=C(O)C1C2C=CC(C3CC23)C1C(=O)N1CCc2ccccc21 (stereo unspecified)	99	.	100	100	-35	100	96	-4	101	-5	101
O=C(CN1CCN(c2ccc(F)cc2)CC1)Nc1cc(C(F)(F)F)ccc1Cl	93	-48	98	100	-31	98	97	-4	98	6	101
CCn1cc(C(=O)OCC(=O)NCc2ccc3c(c2)OCO3)c(=O)c2ccc(C)nc21	98	17	98	109	-24	101	102	-4	99	13	98
O=[N+]([O-])c1cccc(NC(=S)N2CCOCC2)c1	98	-17	100	101	-30	99	98	0	99	-8	107
Cc1cc(NC(=O)CSc2nc(-c3ccc(Cl)cc3)cs2)no1	100	-12	99	107	-3	103	106	-1	102	-16	102
O=C(c1ccco1)N1CCN(C(=O)C2c3ccccc3Oc3ccccc32)CC1	97	43*	93	95	3	95	101	-1	96	-3	95
CCN1C(=O)NC(c2cccnc2)C(C(=O)OC)=C1C (stereo unspecified)	99	.	102	103	-21	100	99	0	102	5	100
COc1ccc(C2CC(c3ccccc3)=NN2C(=O)CSc2ncccn2)cc1 (stereo unspecified)	97	6	98	100	1	97	99	3	99	-7	96
COc1ccc(/C(C)=N/Nc2ccc(C(=O)O)cc2)cc1OC	99	9	101	101	-14	102	105	0	103	37	100
Cc1ccc(NC2=C/C(=N\S(=O)(=O)c3cccs3)c3ccccc3C2=O)c(C)c1	97	.	99	104	-22	97	100	-6	101	28	94
Cc1sc2nc(Cc3ccccc3)[nH]c(=O)c2c1-c1ccccc1	100	5	100	100	-1	99	101	-4	105	12	95
COc1ccc(C(=O)SC2=NCCS2)cc1OC	100	-6	97	99	-12	98	105	-6	100	16	94
CC1CC(=O)C2=C(C1)Nc1ccccc1N(C(=O)COc1ccccc1)C2c1ccco1 (stereo unspecified)	101	.	100	101	13	101	85	-5	101	5	98
COCc1nnc(NC(=O)CCCOc2ccccc2OC)s1	95	.	97	99	9	98	102	-5	96	3	97
CCOc1ccccc1NC(=O)Nc1cc(C(=O)O)ccc1C	95	-9	96	98	-14	97	102	0	95	1	97
O=C(NCc1nnc(SCc2ccc(C(F)(F)F)cc2)n1-c1ccccc1)C12CC3CC(CC(C3)C1)C2	98	.	97	102	2	99	100	-1	97	12	99
CCCN(Cc1ccccc1)C(=S)Nc1ccc(F)cc1	95	-10	96	102	-34	97	100	1	96	5	94
Cn1c(SCC(=O)NCc2cccs2)nnc1-c1ccco1	95	.	93	93	3	95	108	0	94	.	94
Cc1cc(Nc2ccc3c(c2)OCCO3)n2ncnc2n1	96	4	94	99	-21	96	101	0	98	0	97
O=C(Nc1nc(-c2ccccc2)cs1)C1CCCO1 (stereo unspecified)	99	1	103	104	-6	102	102	1	101	-7	101
Cc1ccc(S(=O)(=O)N2CCN(C(=S)NCCc3ccccc3)CC2)cc1	95	-35	98	95	-40	98	98	-1	98	11	99
COc1ccc(C(=O)N[C@H](C(=O)NCc2ccco2)C(C)C)cc1	96	-5	97	97	-20	97	100	0	98	18	104
CC(C)C(NS(=O)(=O)c1cccs1)C(=O)NCc1ccccc1Cl (stereo unspecified)	98	-31	97	99	-7	96	102	-3	97	9	97
COc1ccccc1N1CC(O)=C(c2nc3ccccc3s2)C1=N	93	2	89	88	-32	94	97	-1	96	.	91
COc1cc2oc(=O)c(Br)c(C)c2c(OC)c1OC	96	-21	91	97	-35	94	103	3	98	-17	91
COc1nc(OC)nc(N2CCCCCC2)n1	99	.	101	104	-2	103	101	0	104	10	100
O=C(NC1CCCCC1)NC1(C(=O)NCCCN2CCOCC2)CCCCC1	98	12	101	100	-9	100	115	-8	103	11	98

Carrying on:
SMILES	Rac1 act GTP bind	Pf gametocyte	Rab2A wt mod	Rac1 wt modul	Mcl1-Bid inh	HRas wt GTP	RGS8-Gao	Bim-Mcl-1	Cdc42 wt GTP	Mcl1-Noxa inh	Rab7 wt GTP bind
O=[N+]([O-])c1cccc(/C=C/C=N/Nc2nc(N3CCCCC3)nc(N3CCCCC3)n2)c1	88	-22	92	91	-7	91	104	5	88	11	94
Cc1ccc(C)c(N2CCN(C(=O)c3ccc4nc(-c5ccco5)c(-c5ccco5)nc4c3)CC2)c1	?	5	?	?	-4	?	89	2	?	0	?
Cc1cc(NC2CCCCC2)n2c(n1)nc1ccccc12	101	.	108	104	2	103	99	0	105	21	109
N#Cc1c(N)n(CCCN2CCOCC2)c2nc3ccccc3nc12	?	.	?	?	.	?	96	12	?	.	?
Cc1cc(C)nc(SCc2ccc3nonc3c2)n1	101	.	99	104	-21	102	100	-6	103	-4	100
Cc1ccc(NC(=O)CCC(=O)NNC(=O)COc2ccccc2)cc1C	95	0	96	101	-14	100	103	0	102	9	96
COc1ccc(C(=O)NC(=S)NCCO)cc1Br	99	.	97	101	-29	97	86	-6	98	10	94
C=CCOC(=O)CCC(=O)Nc1cc(OC)nc(OC)n1	94	.	95	95	4	96	106	-1	97	41	93
O=c1[nH]c2cc3c(cc2cc1CN(Cc1nnnn1CC1CCCO1)C1CCCC1)OCO3 (stereo unspecified)	94	-26	93	93	3	96	102	0	94	13	94
CCCC(=O)C1=C(O)C(C(=O)OC)C(C)(C)CC1=N (stereo unspecified)	98	8	99	102	-6	99	99	0	100	-9	99
Cc1cc(N/C=C\c2nnnn2-c2ccccc2)no1	99	.	97	104	-20	100	102	3	97	15	98
O=S(=O)(c1ccc2nc(-c3ccco3)c(-c3ccco3)nc2c1)N1CCOCC1	?	.	?	?	25	?	85	8	?	90*	?
C/C(=N\NC(=O)c1ccccc1O)c1ccc(Br)s1	94	.	95	100	-63	98	100	0	96	16	102
